Source: PubChem BioAssay (several laboratories)
HCV core dimer: HCV core protein dimerization inhibition; TR-FRET GST/Flag-core106 dimerization, 1536-well; 0.33% of 300,000 active; inhibition, % at 5 µM; AID 1899;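 active means inhibition above the mean of all tested compounds plus 3 SD, set per screening campaign, cut at about 45% in these data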
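System: GST-tagged and Flag-tagged HCV core protein residues 1-106 / Input: core106 proteins, GST 13.5 nM and Flag 17 nM / Buffer or medium: KF-containing HEPES buffer, pH 7.45, DTT, CHAPS, BSA / Probe or stimulus: Eu-anti-GST and XL665-anti-Flag labelled anti-tag antibodies / Schedule: 4 h, 22.5 °C incubation / Technique: TR-FRET 671 and 617 nm emission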
GASC-1 inh: human JMJD2C demethylase inhibition | Q9H3R0 | GST-JMJD2C(1-420) H3K9me3 demethylation, DELFIA europium | inhibition, % at 2.35 µM | 0.069% of 330,000 active | AID 2099;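 active means more than half of a compound's replicate wells show inhibition beyond 50%, single wells judged on their own value; inconclusive means some, but no more than half, of replicates pass 50% inhibition; inactive means no replicate passes 50% inhibition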;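 further: signal counts dimethyl H3K9 product captured on neutravidin plate; 0% = median of DMSO wells and 100% = 0.3 times that DMSO median; strong numbers were not always called active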
PP1 inh: blocks human PP1-alpha phosphatase, a PP5 counter-screen; P62136; purified PP1alpha, OMFP fluorescence; inhibition, % at 6.7 µM; 0.9% of 320,000 active; AID 2235;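 active means inhibition above the mean inhibition of all tested compounds plus 3 SD, computed separately for each screening campaign, cut at about 15% in these data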
Target sequence (P62136 whole entry, looked up): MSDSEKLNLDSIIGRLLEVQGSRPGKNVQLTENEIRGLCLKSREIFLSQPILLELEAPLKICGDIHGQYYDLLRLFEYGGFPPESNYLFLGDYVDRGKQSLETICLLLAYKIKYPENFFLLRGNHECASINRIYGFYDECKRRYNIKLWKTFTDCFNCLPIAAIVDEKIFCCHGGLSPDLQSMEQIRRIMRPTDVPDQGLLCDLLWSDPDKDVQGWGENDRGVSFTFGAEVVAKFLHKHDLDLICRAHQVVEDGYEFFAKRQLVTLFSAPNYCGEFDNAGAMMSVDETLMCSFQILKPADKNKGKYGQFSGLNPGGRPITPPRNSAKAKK
CTSL1 counter: counter-screen for PFM18AAP inhibitors: inhibitors of F. hepatica cathepsin L1; 0.49% of 300,000 active; inhibition, % at 5.96 µM; AID 1906; recombinant F. hepatica cathepsin L1, Z-Leu-Arg-MCA fluorescence;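 active means inhibition above the mean of all tested compounds plus 3 SD, set per screening campaign, cut at about 17% in these data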;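 further: 0% = plate median of test compound wells and 100% = 1 µM Z-Phe-Ala-diazomethylketone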
VLA-4 inh: inhibition in a human VLA-4 binding assay; inhibition, % (about 7 µM as worked out from the volumes in the protocol); VLA-4 expressing cells, ligand binding flow cytometry; 0.2% of 330,000 active; P13612; AID 2557; in the data active means inhibition above about 50%
PP5 inh: blocks human protein phosphatase 5 activity | P53041 | purified PP5c, OMFP substrate fluorescence | inhibition, % at 6.7 µM | 0.18% of 320,000 active | AID 1987;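 active means inhibition above the campaign's mean inhibition across all tested compounds plus 3 SD, cut at about 9.5% in these data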;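 further: 0% = DMSO only and 100% = 100 µM cantharidin control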
procasp7 counter: activates human procaspase-7, counter-screen for procaspase-3 activators. P55210. recombinant procaspase-7, Ac-DEVD-pNA absorbance 405 nm; D23A/D198A/D206A triple mutant, cannot self-cleave; scale: DMSO 0, 5 µM enzyme 100. activation, % at 8.5 µM. 0.093% of 330,000 active. AID 463210;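 active means percent activation above the screen-wide mean plus 3 SD, cut at about 25% in these data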
Target sequence (P55210 whole entry D23A/D198A/D206A): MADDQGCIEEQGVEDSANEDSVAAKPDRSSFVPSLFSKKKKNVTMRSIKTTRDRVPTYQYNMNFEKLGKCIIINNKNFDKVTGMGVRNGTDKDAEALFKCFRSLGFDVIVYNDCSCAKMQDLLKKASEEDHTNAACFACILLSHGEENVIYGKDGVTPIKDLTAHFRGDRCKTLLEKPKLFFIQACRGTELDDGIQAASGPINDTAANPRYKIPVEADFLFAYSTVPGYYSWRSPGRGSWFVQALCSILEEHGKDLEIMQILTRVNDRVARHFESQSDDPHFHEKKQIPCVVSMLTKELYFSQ
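Replicates: singlicate. Assay system: Procaspase-7 triple mutant (PC-7 D3A). Signal: 405 nm absorbance of p-nitroaniline. Times: 1 h preincubation, 2 h reaction. Buffer or medium: Zinc-free HEPES pH 7.4 with 300 mM NaCl, 0.01% Triton X-100. Also added: DEVD-pNA substrate. Benchmarks: DMSO wells as 0%, DMSO with 5 µM added PC-7 as 100%.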
GRK2 aptamer HTS: blocks RNA aptamer binding to human GRK2. 0.59% of 330,000 active. AID 488847. bead flow cytometry, FAM-aptamer displacement from GRK2. inhibition of aptamer binding, % at 10 µM;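 active means inhibition of aptamer binding above 40%, roughly 3 SD of noise, on plates passing a quality check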;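 further: median bead fluorescence of bound FAM aptamer so fluorescent compounds give negative values; no value below 0 was filed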
proCasp3 act: procaspase-3 (human) activation. recombinant procaspase-3 D3A, Ac-DEVD-pNA absorbance 405 nm. 0.11% of 330,000 active. activation, % at 8.5 µM. P42574;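 active means activation above the mean of all tested compounds plus 3 SD, cut at about 21% in these data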;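 further: 0% = DMSO alone and 100% = DMSO wells spiked with extra 5 µM PC-3 D3A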
Target sequence (P42574 whole entry D9A/D28A/D175A): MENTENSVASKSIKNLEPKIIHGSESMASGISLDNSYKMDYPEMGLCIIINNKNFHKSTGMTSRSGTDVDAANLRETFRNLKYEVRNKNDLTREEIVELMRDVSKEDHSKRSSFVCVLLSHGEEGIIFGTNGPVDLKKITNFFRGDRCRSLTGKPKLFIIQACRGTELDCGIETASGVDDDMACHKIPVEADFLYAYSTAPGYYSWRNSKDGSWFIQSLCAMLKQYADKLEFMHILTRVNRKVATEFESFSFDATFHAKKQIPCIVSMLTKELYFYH
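Test system: Procaspase-3 D3A mutant, all three cleavage aspartates alanine | Dosing: Single dose, 8.5 µM nominal compound, 0.8% DMSO | Schedule: 1 h preincubation, 2 h reaction | Technique: 405 nm absorbance of p-nitroaniline, reads at 0 and 120 min | Repeats: One well per compound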
* marks the source's active call; other numbers are inactive results; ? = inconclusive; nt = no result given; & = joins results of further samples. Outcome played no part in choosing rows; about 2.6% have a hit in one of these screens.

SMILES	HCV core dimer	GASC-1 inh	PP1 inh	CTSL1 counter	VLA-4 inh	PP5 inh	procasp7 counter	GRK2 aptamer HTS	proCasp3 act
Cc1cccc(S(=O)(=O)NC(Cc2c[nH]c3ccccc23)C(=O)O)c1 (stereo not drawn)	-5	-10	-3	3	16	-3.3	1	2	-6
Cc1cc(C)c2c(=O)cc(C(=O)NCc3ccccc3)oc2c1	5	-9	-2	-3	18	0.6	7	1	-5
CNc1nc(-c2ccccc2)[n+](-c2ccc(C)cc2)s1	1	2	-10	-3	17	1.4	-1	4	-9
CS(=O)(=O)N1CCC(Oc2cccc(C(=O)NCCCOc3cccnc3)c2)CC1	7	3	-3	4	-4	0.6	0	0	-10
Cc1ccc(CNc2ccc(N3CCOCC3)c(Cl)c2)cc1	-9	-7	0	1	7	2.2	2	0	2
CC(=O)O/N=C(\N)c1ccc(-c2csnn2)cc1	-7	0	-1	-1	20	1.0	7	0	-4
Cn1c(=O)c2c(nc(CN3CCN(c4ccccc4F)CC3)n2CCN2CCOCC2)n(C)c1=O	-4	-8	0	-4	-5	7.2	2	0	-3
NNC(=O)Cn1cnc2ccccc21	-2	0	-1	-1	6	0.1	-7	0	-3
CCn1c(CNC(=O)COc2ccc(C(C)C)cc2)nnc1SCC(=O)Nc1ccccc1F	-5	3	2	0	-14	1.5	-2	2	-5
CCOC(=O)[C@@H]1[C@H]2COc3cc(OC)ccc3[C@@H]2N2C(=O)N(c3cccc(C)c3)C(=O)[C@]12C	nt	1	nt	nt	36	nt	13	0	4
CN(C)CCN(C(=O)c1cccc(N2C(=O)CCC2=O)c1)c1nc2ccc(Br)cc2s1	8	-2	2	-1	15	2.1	-2	0	1
CCCCC(=O)Nc1cc(OC)c(NC(=O)C2CCCCC2)cc1OC	-2	10	3	-1	-1	2.0	4	1	5
O=c1nc(-c2ccccc2)c2cc(Cl)ccc2[nH]1	8	22	1	3	0	3.5	-7	1	0
O=c1[nH][nH]c(C(F)(F)F)c1C=Nc1ccccc1	1	-5	-3	3	11	-1.0	-5	0	3
Cc1nccc2[nH]c(=O)c(C(=O)NC3CCCCC3C)cc12 (stereo not drawn)	2	34	0	2	3	-3.2	2	0	6
Cc1c(C)n(C)c2ccc(C(=O)NCCCN3CCN(C)CC3)cc12	-5	12	-1	3	9	-1.4	13	0	10
CCc1cccc(NC(=O)COc2ccccc2)c1	2	-9	-1	0	1	-0.1	8	6	-6
Cc1ccc(CSC2=NCCN2C(=O)c2ccc([N+](=O)[O-])cc2)cc1	7	4	-7	-1	-3	3.4	-2	1	5
Cc1ccc(NC(=O)C2CCN(S(=O)(=O)c3c(C)noc3/C=C/c3ccco3)CC2)nc1	8	-4	0	2	29	0.8	3	1	0
CC1(C)CC(=O)C2=C(C1)OC(N)=C(C#N)C21CCN(C(=O)OCc2ccccc2)CC1	-1	26&-5	-1	5	1	2.8	-2	2	3
CC(C)(C)c1ccc(C(=O)NNC(=O)C(=O)N2CCCCC2)cc1	-8	1	-3	0	1	-1.8	2	5	9
O=C(CNC(=O)c1cccc(F)c1)OCCOc1cccc(Cl)c1	0	-7	-4	-1	10	2.3	9	3	-9
COc1ccc(NC(=O)COC(=O)c2ccc(N3CCCC3=O)cc2)cc1	nt	4	0	nt	-2	-3.5	1	0	3
CC[C@@H](C)[C@H](CN[C@H](CNC)[C@@H](C)O)NCCc1ccc(OC)cc1	-13	11	0	-2	12	2.5	1	0	9
CCCc1cc(=O)oc2c(C)c(OCC(=O)NCCN3CCOCC3)ccc12	-2	?	-5	0	6	3.6	2	0	1
N#CC(C#N)=C1c2cc(S(=O)(=O)NCCO)ccc2-c2ccc(S(=O)(=O)NCCO)cc21	4	9	0	2	-16	-0.2	8	0	4
COc1ccc(CNC(=O)CN(Cc2ccc(OC)cc2)C(=O)c2csnn2)cc1	-2	-2	0	4	4	-3.6	5	0	1
CCc1c(C)nc2[nH]nc(-c3ccccc3C)n2c1=O	-9	1	-5	-2	4	0.3	6	0	7
COC(=O)c1ccsc1NC(=O)CS(=O)(=O)c1ccccc1	0	2	-2	7	-7	0.7	16	2	6
Cc1cc(NC(=O)c2ccc(Cl)cc2)n(CCC#N)n1	-2	5	1	0	0	1.3	10	0	9
COc1cc(=O)[nH]c(=O)n1C(=O)Cc1ccccc1	3	-21	1	5	-5	-2.0	-23	0	-23
CC(=O)Nc1ccc(NC(=O)CSc2nnc(-c3ccco3)o2)cc1	-2	6	-1	5	-1	-2.6	4	3	-1
C=CCn1c(COc2ccccc2)nnc1SCC(=O)O	-8	-7	-1	-5	-1	2.7	-4	0	-6
CNC(=O)c1cc2c(=O)n3cccc(C)c3nc2n(C(C)C)c1=N	-2	-2	-1	1	-5	-0.2	-8	0	-11
Cn1cc(CN(CCCN2CCOCC2)C(=S)Nc2cccc(Cl)c2)c2ccccc21	-9	-4	1	1	2	-0.9	-13	2	1
COc1ccc(Cc2nc3ccc(C(=O)N4CCC(N(C)C)C4)cc3o2)cc1 (stereo not drawn)	5	-57	-3	0	-8	3.4	1	4	5
CCOC(=O)c1c(S(=O)(=O)N2CCc3ccccc32)c(C)n(C)c1C	2	3	-3	-7	9	0.7	11	2	0
CCN(CC(=O)Nc1c(F)cccc1F)C(=O)CCc1ccc(OC)cc1	3	2	-1	0	6	-0.8	3	1	3
Cc1c([N+](=O)[O-])cc(C(=O)NCc2ccc(F)cc2)cc1[N+](=O)[O-]	1	4	-2	2	2	0.6	-10	1	2
Cc1nc2ccc(C(=O)N3CCN(c4ccccn4)CC3)cc2s1	3	-32	-2	4	4	0.2	-5	1	2

Arranged by SMILES length (highest first): 3 of the compounds above
SMILES	HCV core dimer	GASC-1 inh	PP1 inh	CTSL1 counter	VLA-4 inh	PP5 inh	procasp7 counter	GRK2 aptamer HTS	proCasp3 act
Cc1c([N+](=O)[O-])cc(C(=O)NCc2ccc(F)cc2)cc1[N+](=O)[O-]	1	4	-2	2	2	0.6	-10	1	2
Cn1cc(CN(CCCN2CCOCC2)C(=S)Nc2cccc(Cl)c2)c2ccccc21	-9	-4	1	1	2	-0.9	-13	2	1
CC(C)(C)c1ccc(C(=O)NNC(=O)C(=O)N2CCCCC2)cc1	-8	1	-3	0	1	-1.8	2	5	9

Next section.
SMILES	HCV core dimer	GASC-1 inh	PP1 inh	CTSL1 counter	VLA-4 inh	PP5 inh	procasp7 counter	GRK2 aptamer HTS	proCasp3 act
Oc1ccc2ccccc2c1CN1CCN(c2ccccc2)CC1	1	-2	1	2	-1	-0.2	-2	0	6
CCOC(=O)C1CCN(C(=O)CNS(=O)(=O)c2ccc(Br)s2)CC1	-3	-11	2	-3	0	-1.3	10	0	12
Nc1ccc2oc(-c3cccs3)nc2c1	0	1	-1	3	-1	-0.8	-2	0	-2
O=C(COc1ccc(Cl)cc1Cl)N1CCCC1	-2	5	-4	-1	0	-0.4	5	0	15
Cc1cc(C)c(NC(=O)Nc2ccc3c(c2)OCO3)c(C)c1	8	12	-2	-2	3	1.4	-7	6	-5
CC(C)n1c(SCC(=O)Nc2ccccc2)nc2c1c(=O)n(C)c(=O)n2C	1	-9	-4	2	16	-2.3	-1	0	-3
CCN(CC)S(=O)(=O)c1cc(C(=O)Nc2ccccn2)ccc1C	-5	-9	-5	-8	7	0.7	-2	1	-7
O=[N+]([O-])c1c(NCCO)cc(N2CCC3(CC2)OCCO3)c2nonc12	-6	-12	2	2	16	2.4	-16	3	-3
CC(C)(C)NC(=O)CN(C(=O)CCC(=O)Nc1nccs1)c1ccc(F)cc1	4	-23	0	-5	-11	-2.1	5	0	2
Cn1c(=O)[nH]c(=O)c2c1nc(CN1CCN(c3cccc(Cl)c3)CC1)n2Cc1ccccc1Cl	14	0	1	-1	26	1.5	5	0	0
CCOC(=O)N1CCN(C(=O)CSc2ccc3nnc(CCNC(=O)c4ccc(OC)cc4)n3n2)CC1	-2	3	0	-4	15	-0.6	4	21	4
CC(C)(C)NS(=O)(=O)c1cc(C(=O)O)ccc1Cl	-3	-26	7	1	2	-2.1	10	0	-3
O=C(NCc1ccc(N2CCCC2=O)cc1)Nc1ccccc1	-3	1	-3	-3	11	1.6	2	0	6
COc1cc(/C=C/C(=O)Nc2nnc(C(C)(C)C)s2)cc(OC)c1OC	-11	18	2	4	-3	2.7	-18	0	-17
CCCCn1c(N)c(NCC(C)C)c(=O)[nH]c1=O	-5	0	-3	1	16	1.4	-3	0	2
CCC(C(=O)N1CCN(c2ccccc2OC)CC1)c1ccccc1 (stereo not drawn)	-4	7	1	-3	7	-1.1	1	0	2
Cc1cccnc1Oc1ncccc1N	-4	-9	-8	-4	31	0.2	-3	0	-4
Cc1ccc(C)c(OCCNc2ccc([N+](=O)[O-])cn2)c1	4	-11	0	4	15	0.9	-7	1	15
CC(C)(C)S(=O)(=O)c1cnc(N2CCCC2)nc1N	0	-1	-2	-1	8	1.0	0	2	1
Cc1ccc(S(=O)(=O)CC(=O)N(CCCN(C)C)c2nc3ccc(C)cc3s2)cc1	0	31	-6	-2	-3	-1.8	2	0	1
CNS(=O)(=O)c1ccc(NS(=O)(=O)c2ccccc2F)cc1	-1	1	-5	-5	7	-3.5	6	2	1
CN(C)c1ccc(Nc2nc(-c3cccnc3)cs2)cc1	-36	-6	0	-4	-2	4.6	-1	1	-11
Cc1cc(Cl)c(S(=O)(=O)N(C)C)cc1OCC(N)=O	-1	-64	-2	3	-2	0.6	12	0	1
CN(C)S(=O)(=O)c1ccc(N2CCCC2)c(C(=O)Nc2ccc(C(N)=O)cc2)c1	2	-7	-3	1	-2	1.3	-2	2	8
CCCNc1ccc(C(=O)OCC)cc1[N+](=O)[O-]	4	4	3	1	9	1.1	-3	4	6
CC(C)c1cc(C(=O)O)on1	-3	24	-2	2	5	-2.3	-2	0	4
COC(=O)CN(c1cccc(OC)c1)S(C)(=O)=O	-2	1	-6	-2	14	0.0	8	0	10
Cn1c(=O)c2c(ncn2CC(=O)N/N=C/c2ccco2)n(C)c1=O	2	3	-2	-2	6	1.4	-4	3	1
NC(=O)CC(NC(=O)c1cccc(Br)c1)c1ccc(N2CCN(c3ccccn3)CC2)c([N+](=O)[O-])c1 (stereo not drawn)	19	0	7	-2	-7	0.1	-2	0	9
CCN(CC)c1ccc(/C=N/Nc2nc(C)cc(C)n2)c(O)c1	-35	34	1	7	-1	-0.5	5	0	-10
Cc1cccc(N2C(=O)N3[C@H](c4ccc(Br)cc4)[C@@H]4C(=O)N(C(C)(C)C)C(=O)[C@@H]4[C@]3(Cc3ccc(Cl)cc3)C2=O)c1	12	5	9	-6	4	5.8	-3	0	-7
COc1ccc(NC(=O)C/C(C)=N/NC(=O)c2ccco2)c([N+](=O)[O-])c1	-5	5	-1	-1	-9	-0.7	8	1	-7
